Screening data as filed in PubChem.
S3 lipid droplet – qHTS Assay for Lipid Storage Modulators in Drosophila S3 Cells | AID 2685, 2010 | 320,000 tested, 0.64% active | lipid storage change, negative = inhibition, % at the top dose, mostly 46.1 µM; hits show Potency in µM | Drosophila S3 cells, BODIPY lipid droplet fluorescence, 18-24 h; cells fed with added oleic acid; active means well fitted inhibition curve with a large enough effect in the signal ratio, with a control signal flat, not every such curve was filed as active; inconclusive means small, poorly fitted or top-dose-only effect, or effect the other way, or a change in a side signal; the % refers to the signal ratio
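Laser-scanning cytometry quantifies lipid droplet accumulation (500–530 nm total intensity; droplet/cell object ratio) in oleic acid-fed (400 uM added) Drosophila S3 cells treated with a concentration series. 20 uM Triacsin C defined 100% inhibition.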
S3 lipid droplet cell count max – also measured in S3 lipid droplet; calls as there; cell number change, %; measured here: cell count max response;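 cells counted by Cell Tracker Red CMTPX staining in the red channel; peak over a dose series mostly up to 46.1 µM; percent activity relative to internal control wells on each plate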
* = called active by the depositor; i = inactive; u = inconclusive; x = no result given. On the % scale 0 is the no-effect control and ±100 the full control effect; potency means the concentration at half of the fitted maximal effect. These rows are one share of the data; the hit share may differ from the screen's.

| Compound | S3 lipid droplet | S3 lipid droplet cell count max |
| --- | --- | --- |
| O=C(O)C1C2C=CC(C2)C1C(=O)NCCCc1ccccc1 (stereo not drawn) | 13% | -7 |
| CN1/C(=C\C(=O)COC(=O)c2ccc(O)cc2)C(C)(C)c2ccccc21 | u | x |
| Cc1ccc(S(=O)(=O)N2CCN(S(=O)(=O)N3CCC(C)CC3)CC2)c(C)c1 | i | 13 |
| CC(=O)O[C@H]1C(=O)[C@@]2(C)[C@H]([C@H](OC(=O)c3ccccc3)[C@]3(O)C[C@H](OC(=O)[C@H](O)C(NC(=O)c4ccccc4)c4ccccc4)C(C)=C1C3(C)C)[C@]1(OC(C)=O)CO[C@@H]1C[C@@H]2O (stereo partly drawn) | -5% | -27 |
| Cc1ccc(C(c2nnnn2Cc2cccs2)N2CCN(Cc3ccc4c(c3)OCO4)CC2)cc1 (stereo not drawn) | i | -26 |
| CCCc1nnc(SCC(=O)N2CCOCC2)n1CCCOC | -4% | 0 |
| CCOC(=O)CSc1nnc(NC(=O)CCc2ccccc2)s1 | u | x |
| O=C(CSc1nnc(NC(=O)C2CC2)s1)Nc1ccc2c(c1)OCCO2 | -2% | 3 |
| O=C(Nc1nnc(C2CCCCC2)s1)C1CC(=O)N(c2ccccc2)C1 (stereo not drawn) | u | x |
| COc1cccc2[nH]c3c(N4CCC(C(N)=O)CC4)ncnc3c12 | u | x |
| COc1ccc(OC2C(=O)N(CCc3ccc(OC)c(OC)c3)C2c2ccc3c(c2)OCO3)cc1 (stereo not drawn) | i | x |
| COc1ccc(NC(=O)/C=C/c2ccccc2)cn1 | 12% | 7 |
| NC(=O)C1CCN(C(=O)c2ccccc2CCc2ccccc2)CC1 | 21% | -17 |
| O=C(/C=C/c1cccnc1)c1ccc(NC(=O)c2cccc(Br)c2)cc1 | u | x |
| O=C(CCS(=O)(=O)c1ccc2c(c1)NC(=O)CS2)NCc1ccccc1Cl | i | -3 |
| Cc1ccc(C(=O)N/C(=C\c2ccco2)C(=O)N2CCCCC2)cc1 | u | x |
| COc1ccc(C2SCC(=O)N2c2ccc(OC)cc2)cc1 (stereo not drawn) | u | x |
| CN(CC(=O)Nc1ccc(N2CCOCC2)cc1)C(=O)c1cc(F)c(F)cc1Cl | 1% | -3 |
| Cc1cccc(C(=O)NCCC(=O)Nc2nc(C)c(Cc3ccc4c(c3)OCO4)s2)c1 | u | x |
| COC(=O)C1=C(C)N(C(C)C)C(=O)C1(NC(C)=O)C(F)(F)F (stereo not drawn) | u | x |

The closing six compounds of the part above lead into the next:
| Compound | S3 lipid droplet | S3 lipid droplet cell count max |
| --- | --- | --- |
| O=C(CCS(=O)(=O)c1ccc2c(c1)NC(=O)CS2)NCc1ccccc1Cl | i | -3 |
| Cc1ccc(C(=O)N/C(=C\c2ccco2)C(=O)N2CCCCC2)cc1 | u | x |
| COc1ccc(C2SCC(=O)N2c2ccc(OC)cc2)cc1 (stereo not drawn) | u | x |
| CN(CC(=O)Nc1ccc(N2CCOCC2)cc1)C(=O)c1cc(F)c(F)cc1Cl | 1% | -3 |
| Cc1cccc(C(=O)NCCC(=O)Nc2nc(C)c(Cc3ccc4c(c3)OCO4)s2)c1 | u | x |
| COC(=O)C1=C(C)N(C(C)C)C(=O)C1(NC(C)=O)C(F)(F)F (stereo not drawn) | u | x |
| Oc1ccc(N2CCN(C(c3ccncc3)c3nnnn3C3CCCC3)CC2)cc1 (stereo not drawn) | i | x |
| Cc1ccc(N(C(=O)Cc2cccs2)C(C(=O)NC2CCCCC2)c2ccccn2)cc1C (stereo not drawn) | -11% | 4 |
| COc1ccc(NC(=O)CNC(=O)Cn2c(C)cc3ccccc3c2=O)cc1OC | 27% | x |
| CCCCNC(=O)CN1C(=O)NC2(CCCc3ccccc32)C1=O (stereo not drawn) | -6% | -24 |
| CC1CCC(NC(=O)C2CCN(C(=O)Nc3ccccc3)CC2)CC1 (stereo not drawn) | u | x |
| Cn1c(Cn2nnc3ccccc32)nnc1SCC(=O)c1ccc(F)cc1 | u | x |
| COC(=O)c1nc2ccc(C)cn2c1F | u | x |
| Cc1ccccc1-c1noc(N)c1C#N | i | x |
| Cc1cccc(N2CCN(c3ccc(NC(=O)/C=C\C(=O)O)cc3)CC2)c1 | -13% | x |
| CN1CCc2c(sc(NC(=O)Cc3ccccc3)c2C(N)=O)C1 | i | 20 |
| Cc1ccc(-n2c(C)cc(C(=O)COc3c(CO)cc(F)cc3CO)c2C)cc1C | 8.2µM* | 4.2* |
| Oc1c(C(c2cccc(F)c2)N2CCN(Cc3ccccc3)CC2)sc2ncnn12 (stereo not drawn) | 3% | 4 |
| COC(=O)c1ccc(C(=O)OC)c(NC(=S)N2CCCC2)c1 | u | x |
| CC(CN1CCCC1)OC(=O)c1ccc(Cl)cc1 (stereo not drawn) | i | -5 |
| COc1cccc(NC(=O)c2cc(OC)c(OC)c(OC)c2Br)c1 | u | x |
| CCOc1ccccc1OCCCC(=O)N(C)CC(=O)Nc1cc(C)ccc1C | u | x |
| CCCN1CN(c2ccccc2)C(=S)N(c2ccccc2)C1 | 15% | 9 |
| CC(C)C(OC(=O)c1nsc(Cl)c1Cl)C(=O)NC(C)(C)C (stereo not drawn) | u | x |
| COc1cc(C2N(C)CCC3(OCCO3)C2(C)C)cc(OC)c1OC (stereo not drawn) | 4% | -3 |
| CCC(C(=O)Nc1ccon1)c1ccccc1 (stereo not drawn) | u | x |
| N#Cc1nc(COc2ccc(Br)cc2)oc1NCCN1CCOCC1 | -10% | x |
| CCCCn1c(N)c(N(CCOC)C(=O)Cn2c(=O)cnc3ccccc32)c(=O)[nH]c1=O | 4% | 12 |
| O=C(NCc1ccccc1CN1CCCC1)c1cccc(S(=O)(=O)Nc2ccc(F)cc2)c1 | 8% | -9 |
| O=C(O)COc1ccccc1/C=N/NC(=O)COc1ccc(-c2ccccc2)cc1 | 10% | 12 |
| N#CCSc1nnc(C2CCCCC2)n1-c1ccccc1 | 11% | -8 |
| O=[N+]([O-])c1ccc2nc(-c3ccc(Cl)cc3)[nH]c2c1 | u | x |
| Cc1cccc(N2CC(C(=O)Nc3nnc(SCCC4OCCO4)s3)CC2=O)c1 (stereo not drawn) | u | x |
| Cc1cc(C)cc(C(=O)NC(CC(N)=O)c2ccc(NCCN3CCOCC3)c([N+](=O)[O-])c2)c1 (stereo not drawn) | 20% | x |
| CSc1nc2ccc(NC(=O)c3ccccn3)cc2s1 | -24% | 4 |
| Cc1noc(C)c1C(=O)N1CCN(c2cccc(Cl)c2)CC1 | 15% | -1 |
| Cn1c(C(=O)N2CCc3ccccc3C2)cc2c(=O)n3ccccc3nc21 | -5% | -18 |
| CCCCn1c(N)c(N(CCC(C)C)C(=O)c2ccc([N+](=O)[O-])o2)c(=O)[nH]c1=O | u | x |
| S=C(Nc1ccc(Cl)cc1)NC1CC2CCCC(C1)N2C1CC1 (stereo not drawn) | i | x |
| CC(OC(=O)c1nc(Cl)ccc1Cl)C(=O)Nc1ccccc1F (stereo not drawn) | 6% | -13 |
| Cc1cccc(NC(=O)C(=O)C2C(=O)Nc3ccccc32)c1 (stereo not drawn) | 3% | 8 |
| CC1=CC2(O)OCCN(CCO)C2=CC1=O (stereo not drawn) | -9% | -7 |
| CC(C)Oc1cccc(C(=O)Nc2ccccc2N2CCOCC2)c1 | u | x |
| COc1ccc(-n2nnnc2SCC(=O)c2ccc(OC)c(OC)c2)cc1 | u | x |
| COc1ccccc1NC(=O)CSc1nnnn1-c1ccc(F)cc1 | u | x |
| Cc1ccc(N=c2sc(C)c(C)n2C)cc1 | 25% | -19 |
| CCN1C(=O)C(C(=O)c2ccccc2)SC1=S (stereo not drawn) | u | x |
| Cc1cc(C)cc(NS(=O)(=O)c2ccc(F)cc2)c1 | 8% | -8 |
| O=C1c2ccccc2C(=O)N1CCCCN(C(=O)c1cc([N+](=O)[O-])cc([N+](=O)[O-])c1)c1ccc(Cl)cc1 | -5% | 8 |
| Cc1cc2cc3c(=O)[nH]c(=O)[nH]c3nc2cc1C | 15% | 9 |
| CCN(CC)CCCNC(=O)c1ccc2c3n(nc2c1)-c1ccc(Cl)cc1CO3 | u | x |
| C=CCc1cccc2cc(C(=O)NCc3cccnc3)c(=O)oc12 | u | x |
| CC(=O)Nc1ccc(NC(=O)C2CCCN(c3ncccn3)C2)cc1 (stereo not drawn) | 8% | 8 |
| COc1ccc(OC)c(C(=O)CSc2nc3ncccc3[nH]2)c1 | u | x |
| O=C(OCC(=O)N1CCN(C(=O)c2ccco2)CC1)c1ccc(Cl)c(Cl)c1 | u | x |
| Cc1[nH]c(C)c(S(=O)(=O)NCc2ccc(F)cc2)c1C(=O)N1CCCC1 | -7% | x |
| CCCCn1c(N)c(N(CCOC)C(=O)c2cc(-c3ccc(C)cc3)nc3ccccc23)c(=O)[nH]c1=O | i | -4 |
| O=C(NC1CS(=O)(=O)CC1NCc1ccco1)c1ccccc1 (stereo not drawn) | u | x |
| Cc1ccc(C)c(NC(=S)NC(C)C(c2cccs2)N2CCOCC2)c1 (stereo not drawn) | -10% | 19 |
| Cc1c(NC(=O)CCCCCN2C(=O)c3ccccc3C2=O)c(=O)n(-c2ccccc2)n1C | u | x |
| O=C(CSc1nnc2c(n1)[nH]c1ccccc12)Nc1ccc(N2CCOCC2)cc1 | u | x |
| Cc1[nH]ccc(=O)c1OC1OC(CO)C(O)C(O)C1O (stereo not drawn) | -1% | 10 |
| Cc1cc(-c2onc(C)c2C(=O)N/N=C/c2ccccc2)no1 | -1% | 1 |
| COc1cccc(N2C(=O)C3ON(c4ccccc4)C(c4cccs4)C3C2=O)c1 (stereo not drawn) | u | x |
| CC(C)N1CCc2c(sc(N)c2C#N)C1 | -2% | 0 |
| N#Cc1ccccc1NC(=O)CN1C(=O)NC2(CCCC2)C1=O | i | -12 |

(continued)
| Compound | S3 lipid droplet | S3 lipid droplet cell count max |
| --- | --- | --- |
| Cc1nn(-c2ccccc2)c(Cl)c1/C=N/NC(N)=O | 6% | -7 |
| CCN(CC)S(=O)(=O)c1ccc(N2CC(C(=O)NC3(C)CCS(=O)(=O)C3)CC2=O)cc1 (stereo not drawn) | 5% | -1 |
| CCOC(=O)c1[nH]c2ccc(Cl)cc2c1NC(=O)/C=C/c1ccc2c(c1)OCO2 | u | x |
| COc1ccc2c(c1)CC(C1(O)C(=O)N(C)c3ccccc31)C2=O (stereo not drawn) | u | x |
| OCCCNc1nc(-c2ccc(Cl)cc2)nc2ccccc12 | -30% | 19 |
| CC(C)c1cc(C(=O)Nc2cccnc2)no1 | i | 11 |
| CCNC(=S)NNC(=O)c1cccc(Br)c1 | 1% | 9 |
| CCc1ccccc1NC(=S)N1CCN(c2ccccn2)CC1 | u | x |
| CCOc1ncccc1C(=O)N=c1sccn1C | i | 23 |
| CC1=NN(C(=O)c2ccc(Cn3nc(C)c([N+](=O)[O-])c3C)o2)C(O)(C(F)(F)F)C1 (stereo not drawn) | u | x |
| O=C1NCCN(Cc2c(F)cccc2Cl)C1CC(=O)N1CCCCO1 (stereo not drawn) | u | x |
| O=C(CN1CCN(Cc2ccc3c(c2)OCO3)CC1)Nc1ccc(F)cc1 | u | x |
| CCSc1nnc(NC(=O)c2ccc(C)o2)s1 | 23% | x |
| S=c1[nH]nc(C2CCCCC2)n1/N=C/c1ccccc1Br | -65% | x |
| CNC(=O)CSc1nnc(-c2cccs2)o1 | u | x |
| Nc1ccc(N2CCCCC2)c(S(=O)(=O)Nc2ccccc2Cl)c1 | 30% | -7 |
| Cc1ccc(OCCN2CCNCC2)c([N+](=O)[O-])c1 | u | x |
| CN(C)S(=O)(=O)c1ccc(NC(=O)CCCNC(=O)c2ccc(Cl)cc2)cc1 | -7% | x |
| Cc1ccc(C)n1-c1nccc(-c2cccs2)n1 | 20% | -7 |
| COc1ccc(C(=O)NNC(=O)CN(C)S(=O)(=O)c2ccc(Cl)cc2)c(OC)c1OC | u | x |

Some of the entries so far, with values ahead of the structure:
S3 lipid droplet | S3 lipid droplet cell count max | canonical_smiles
20% | -7 | Cc1ccc(C)n1-c1nccc(-c2cccs2)n1
1% | 9 | CCNC(=S)NNC(=O)c1cccc(Br)c1
i | 23 | CCOc1ncccc1C(=O)N=c1sccn1C

(cont.)
| Compound | S3 lipid droplet | S3 lipid droplet cell count max |
| --- | --- | --- |
| CCOC(=O)c1c(NC(=O)CSc2nnc(C)c(=O)[nH]2)sc(C)c1C | 36% | -13 |
| O=C(COC(=O)CN1C(=O)C2CC=CCC2C1=O)Nc1cc(C(F)(F)F)ccc1N1CCOCC1 (stereo not drawn) | u | x |
| COc1ccc(CNS(=O)(=O)c2ccc3c(c2)CC(C)N3C(=O)C2CC2)cc1 (stereo not drawn) | u | x |
| Cc1c(CNC(=O)C2CCC(=O)N(CCc3ccccc3)C2)cnn1C (stereo not drawn) | 14% | 24 |
| Cc1ccc2cc(CN(CC3CCCO3)S(=O)(=O)c3cccc4nsnc34)c(=O)[nH]c2c1 (stereo not drawn) | 15% | -7 |
| COc1ccc(N=c2ssnc2Cl)cc1 | u | x |
| COc1ccc(-n2ccnc2SCC(=O)Nc2ccccc2)cc1 | -8% | -7 |
| CCn1cc(C(=O)N2CCN(c3ccccn3)CC2)c(=O)c2cc(S(=O)(=O)N3CCC(C)CC3)ccc21 | 4% | 9 |
| COc1cc(CC(=O)N/N=C/c2ccc([N+](=O)[O-])cc2)c([N+](=O)[O-])cc1OC | 13% | 2 |
| Cc1ccc(-c2c[n+]3c(n2-c2ccccc2)CCC3)cc1 | -1% | -12 |
| CCC1SC(=Nc2cccc(C)c2)NC1=O (stereo not drawn) | u | x |
| CCOc1ncccc1C(=O)Nc1cc(S(=O)(=O)N2CCOCC2)ccc1N1CCCC1 | u | x |
| CCC1(C)CC2(CCCN(CCC(=O)c3ccccc3)C2)CCO1 (stereo not drawn) | u | x |
| CC(=O)Nc1ccnc(-c2cccnc2)n1 | -1% | -3 |
